# Assay outcomes deposited in PubChem BioAssay by Sanford-Burnham Center for Chemical Genomics.
# TNAP inh Pi = human TNAP enzyme inhibitors, primary screen, biochemical, colorimetric, phosphate release readout; purified TNAP, pNPP, malachite green phosphate absorbance; 21,000 tested, under 10 active; Alkaline phosphatase, tissue-nonspecific isozyme (Homo sapiens), P05186; AID 614, 2007; inhibition, % at 20 µM
# Target sequence (P05186 whole entry, looked up): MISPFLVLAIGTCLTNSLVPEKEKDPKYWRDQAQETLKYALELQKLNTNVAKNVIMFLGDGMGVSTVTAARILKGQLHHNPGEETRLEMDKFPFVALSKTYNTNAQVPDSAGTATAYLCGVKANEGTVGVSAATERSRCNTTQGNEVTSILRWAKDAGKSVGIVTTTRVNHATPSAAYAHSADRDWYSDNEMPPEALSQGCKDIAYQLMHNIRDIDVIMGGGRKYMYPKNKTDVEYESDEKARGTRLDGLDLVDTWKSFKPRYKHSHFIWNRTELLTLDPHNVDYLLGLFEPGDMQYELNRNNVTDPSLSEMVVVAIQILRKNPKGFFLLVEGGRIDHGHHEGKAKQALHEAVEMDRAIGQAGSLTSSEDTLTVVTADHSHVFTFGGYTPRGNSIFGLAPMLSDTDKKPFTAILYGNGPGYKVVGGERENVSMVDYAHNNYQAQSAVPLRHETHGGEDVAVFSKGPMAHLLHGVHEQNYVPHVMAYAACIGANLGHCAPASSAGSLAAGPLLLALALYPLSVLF
# TNAP pNPP inh = human TNAP enzyme inhibitors, primary screen, biochemical, colorimetric, p-nitrophenol readout; 21,000 tested, under 10 active; inhibition, % at 20 µM; Alkaline phosphatase, tissue-nonspecific isozyme (Homo sapiens), P05186; purified TNAP, pNPP hydrolysis, absorbance 405 nm;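 also: 0% = DMSO only wells and 100% = 1 mM levamisole wells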
# Numbers without * were called inactive.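 The calls were made as follows: active = inhibition above 50% at the 20 µM single-dose screen; inactive = the rest.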 Some of the compounds tested. The share of hits here may be higher or lower than overall.
SMILES,TNAP inh Pi,TNAP pNPP inh
Cc1cc(C)n(-c2nc3ccccc3c(=O)n2OCC(=O)Nc2c(C)cccc2C)n1,9,4
COc1ccc(C(=O)Nc2cccc(N(C)S(C)(=O)=O)c2)cc1OC,7,3
CCOC(=O)Cc1nnc(Nc2cccc(O)c2)c2ccccc12,5,-1
OC(CNCc1ccco1)Cn1c2ccccc2c2ccccc21 (centres undefined),6,5
CC1(C)CC(=O)C2=C(C1)Oc1ncn(CCO)c(=N)c1C2c1ccccc1 (centres undefined),-18,2
c1ccc(-c2noc(COc3ccc4c(c3)OCO4)n2)cc1,6,3
CCCOc1ccc(CSC(CC(=O)O)C(=O)O)cc1 (centres undefined),0,0
COc1ccccc1N=c1oc2c(OC)cccc2cc1C(=O)NCc1ccco1,8,4
CC(=O)N(c1ccc2oc(=O)sc2c1)S(=O)(=O)c1cccs1,-23,5
CCN(CC)C(=O)c1ccc(O)c(OC)c1,10,4
Fc1ccc(Cn2nnnc2CN2CCc3ccccc3C2)cc1,14,5
COc1cc(S(=O)(=O)NC2CCCC2)ccc1Cl,19,5
Cn1cnnc1SCC(=O)N1c2ccccc2-c2c(ssc2=S)C1(C)C,6,1
O=C(CCSCCC(=O)N1CCCC1)N1CCCC1,0,0
CCOC(=O)c1c(NC(=O)COC)sc(C(C)=O)c1C,7,7
Cc1cc(C)n(C(=O)c2ccc(S(=O)(=O)NCC3CCCO3)cc2)n1 (centres undefined),0,0
COc1ccccc1C(c1nnnn1CS(=O)(=O)c1ccc(C)cc1)N1CCSCC1 (centres undefined),9,2
CC(C)Cc1nc(N2CCN(C(=O)C(C)C)CC2)c(C#N)c2c1CCC2,12,8
O=c1[nH]c2cc3c(cc2cc1CN(CCc1ccccc1)Cc1nnnn1C1CCCC1)OCCO3,8,2
CCc1c(C(=O)Nc2nnc(C3CC3)s2)csc1C,3,-3
O=C(O)COc1ccccc1Cc1ccccc1,-9,-5
N#Cc1cn(CC(=O)O)c2ccccc12,9,4
O=C(O)CCNS(=O)(=O)c1ccc(Oc2ccccc2)cc1,-6,10
COc1cc(S(=O)(=O)N2CCOCC2)ccc1NC(=O)CSc1nnc(N)s1,10,2
Cc1ccccc1Nc1nc(N)nc(COC(=O)C(NC(=O)c2ccco2)C(C)C)n1 (centres undefined),18,6
# Next compounds follow.
SMILES,TNAP inh Pi,TNAP pNPP inh
COc1ccc(N2CCCn3c2nc2c3c(=O)n(CCc3ccccc3)c(=O)n2C)cc1,0,1
Cc1ccc(-c2ccc(CCC(=O)O)n2NC(=O)c2cccs2)cc1,17,1
Cc1ccc(C(C(=O)NC2CCCCC2)N(Cc2cccnc2)C(=O)C2COc3ccccc3O2)o1 (centres undefined),6,4
COCCN1CCn2c(nc3cc(NC(=O)NC4CCCCC4)ccc32)C1,-11,-1
CCN(C1CCS(=O)(=O)C1)S(=O)(=O)c1cccs1 (centres undefined),0,0
C=C(C)C(C)(C#CCN1CCCC1)OC(C)=O (centres undefined),0,-3
COc1nc(NCCc2ccc(OC)c(OC)c2)nc(OC)n1,14,7
N#C/C(=C(/O)CN1CCOCC1)c1nc(-c2ccccc2)cs1,15,0
CCOC(=O)COc1ccc2nsnc2c1,-5,4
Cn1c(=O)cc(NCc2ccccc2)[nH]c1=O,11,6
CCCn1c(C)nc2c(c1=O)c1nc3ccccc3nc1n2-c1ccc2c(c1)OCCO2,2,-5
COC(=O)CSc1nc2cc(C)cc(C)c2cc1C#N,15,1
CN1CCN(C(=O)c2cc(-c3ccccc3)on2)CC1,17,2
COc1ccc(S(=O)(=O)Nc2nc(C(F)(F)F)cs2)cc1,8,4
COc1n[nH]c2nncnc12,4,1
CCCn1nc(C(=O)N2CC(=O)Nc3ccccc32)c2ccccc2c1=O,9,-1
COc1ccccc1NC(=O)CSc1ncn[nH]1,1,-7
COc1ccc(C(=O)n2nc(-c3ccc(Cl)cc3)nc2N)cc1OC,-31,1
COC(=O)c1[nH]c2ccc(Br)cc2c1NC(=O)CN1CCN(C2CCCCC2)CC1,3,5
O/N=C1\CC2(Cc3nonc31)OCCO2,6,2
Cn1c(=O)oc2cc(S(=O)(=O)N3CCC4(CC3)OCCO4)ccc21,6,2
Cc1cc(OCCCCCNCCO)cc(C)c1Cl,9,7
COc1ccc(C(=O)N2CCN(C(C)=O)CC2)cc1S(=O)(=O)NCc1ccc(Cl)cc1,15,8
CC(C)c1ccc(NC(=O)C2CCN(S(C)(=O)=O)CC2)cc1,2,0
CCc1ccc2oc(=O)cc(CN(C)Cc3ccccc3)c2c1,-23,4
# Remaining list, next part:
SMILES,TNAP inh Pi,TNAP pNPP inh
COc1cc(OC)c(C(=O)COc2ncnc3ccccc23)c(OC)c1,2,8
CCN(CC)C(=O)CSc1nc(O)cc(=O)n1C,5,0
COc1cc(NC(=O)C2CCN(S(=O)(=O)c3ccc(Cl)cc3)CC2)ccc1-n1cnnn1,5,1
CC(C)(C)NC(=O)Cn1c(SCC(=O)NC2CCCCC2)nc2ccccc21,-3,7
CCn1c(CNc2ccccc2Cl)nnc1SCC(=O)NCc1ccccc1,8,3
O=C(CSC1=NCCS1)Nc1nc(-c2ccccc2)cs1,8,6
COc1cccc(/C=N/n2c(SC)nnc2-c2ccccc2)c1O,0,0
COc1ccc(-c2csc(NC(=O)Cn3nc(C)cc3C)n2)cc1,7,1
CCN(CC)S(=O)(=O)c1ccc(NC(=O)COc2c(OC)cccc2OC)cc1,-17,-4
CCCn1nc(NC(=O)c2ccco2)c2cc3ccc(C)cc3nc21,9,4
O=C(Nc1ccon1)c1sc2ccccc2c1Cl,-8,-8
CCCOC(=O)C1C2C=C[C@]3(CN(CCc4ccccc4)C(=O)[C@H]13)O2 (some centres undefined),-2,-7
COc1ccc(OCC(=O)Nc2ccc3c(c2)nc2n3CCSC2)cc1,6,1
CCCC(=O)Nc1ccc(NC(=O)C23CC4CC(CC(C4)C2)C3)cn1,7,4
CN1/C(=C/C(=O)C2CCC2)Sc2ccccc21,10,6
N#CC1=C(N)C2=C(N3CCCCC3)CCCC2C1(C#N)C#N (centres undefined),4,-1
CCCn1nnc(NC(=O)c2ccc(Cl)cc2Cl)n1,-2,-5
CCOC(=O)C1CCCN(CCC(=O)Nc2ccc(F)c(F)c2)C1 (centres undefined),8,0
COc1ccccc1OCCSc1ncnc2nc[nH]c12,8,2
COc1ccc(NC(=O)c2ccc(CN3CCN(c4ccccc4)CC3)cc2)cc1,11,5
O=C(C(c1ccccc1)c1ccccc1)N(Cc1ccco1)C1CCS(=O)(=O)C1 (centres undefined),6,7
N=c1oc2ccc3ccccc3c2cc1-c1nnc2n1CCCCC2,4,-3
CCCn1c(NC(=O)c2ccc(C)cc2)nc2ccccc21,-16,1
COc1cccc(N(CC(=O)Nc2cccc(F)c2)S(C)(=O)=O)c1,1,-2
O=C(Nc1ccncc1)C1(c2ccccc2)CCCC1,8,2

# 5 of the compounds above, with two lines to a compound.
# Values in the order – TNAP inh Pi, TNAP pNPP inh
- CCCn1c(NC(=O)c2ccc(C)cc2)nc2ccccc21
    -16, 1
- COc1cccc(/C=N/n2c(SC)nnc2-c2ccccc2)c1O
    0, 0
- CN1/C(=C/C(=O)C2CCC2)Sc2ccccc21
    10, 6
- COc1cc(OC)c(C(=O)COc2ncnc3ccccc23)c(OC)c1
    2, 8
- COc1cc(NC(=O)C2CCN(S(=O)(=O)c3ccc(Cl)cc3)CC2)ccc1-n1cnnn1
    5, 1

# 7 of the entries above in order of their number in TNAP pNPP inh, largest number first.
SMILES	TNAP pNPP inh
COc1cc(OC)c(C(=O)COc2ncnc3ccccc23)c(OC)c1	8
O=C(C(c1ccccc1)c1ccccc1)N(Cc1ccco1)C1CCS(=O)(=O)C1 (centres undefined)	7
COc1ccc(-c2csc(NC(=O)Cn3nc(C)cc3C)n2)cc1	1
CCOC(=O)C1CCCN(CCC(=O)Nc2ccc(F)c(F)c2)C1 (centres undefined)	0
N#CC1=C(N)C2=C(N3CCCCC3)CCCC2C1(C#N)C#N (centres undefined)	-1
CCN(CC)S(=O)(=O)c1ccc(NC(=O)COc2c(OC)cccc2OC)cc1	-4
CCCn1nnc(NC(=O)c2ccc(Cl)cc2Cl)n1	-5

# (cont.)
SMILES,TNAP inh Pi,TNAP pNPP inh
O=c1c2ccccc2nc(-c2ccco2)n1/N=C/c1ccco1,8,7
CCC(C#CCN1CCOCC1)(CC)OCCC#N,11,4
CC(C)Cn1c(N)c(C(=O)COC(=O)C2=COCCO2)c(=O)n(C)c1=O,0,0
CCOC(=O)C1CCN(C(=O)COc2ccc(N(C)S(=O)(=O)c3cccs3)cc2)CC1,5,2
COc1ccc(-c2csc(N3CCC(C(N)=O)(N4CCCCC4)CC3)n2)cc1,13,7
CCOC(=O)C1CCN(C/C=C/c2ccccc2OC)CC1,-4,3
COc1ccc(OC)c(NC(=O)C2CCN(c3ncccn3)CC2)c1,7,1
COc1ccc(C(=O)Nc2cccc(C(C)=O)c2)cc1S(=O)(=O)N1CCOCC1,2,2
Clc1ccc(Cn2c(CN3CCCC3)nc3ccccc32)cc1,11,5
C=CCn1c(COC)nnc1SCC(=O)c1ccc(F)cc1,19,6
Cc1ccc(C(c2nnnn2CCc2ccccc2)N2CCSCC2)cc1 (centres undefined),6,4
COc1ccccc1OCC(=O)NCc1cccs1,5,-2
COCCN(C(=O)C1CC1)c1nnc(-c2cccc(C)c2)s1,-3,-12
CN(C)Cc1cc(CCNC(=O)c2ccc(Cl)cc2)ccc1O,-10,5
O=C1c2ccccc2C(=O)N1CCCn1c(=O)oc2ccccc21,-2,4
O=S(=O)(c1ccc(-n2cnnn2)cc1)N(C1CCCCC1)C1CCCCC1,1,-1
COc1ccc2nc(NS(=O)(=O)c3ccc(NC(C)=O)cc3)sc2c1,16,-1
Cn1c(C(=O)N2CCN(Cc3ccc4c(c3)OCO4)CC2)cc2sccc21,15,3
O=C(Cc1ccccc1)NC(NCCCN1CCOCC1)(C(F)(F)F)C(F)(F)F,5,0
CCn1c(SCC(=O)N2CCN(c3ccccc3F)CC2)nnc1-c1ccoc1C,10,5
O=C(O)c1cccc(C(=O)O)n1,10,-3
CN1CCN(CCC(=O)Nc2cccc(F)c2)CC1,8,-2
CCc1nnc(NC(=O)CSc2nnc(-c3ccco3)n2CC)s1,8,3
CC1(C)Cc2nc(NCCN3CCOCC3)c(C#N)cc2CO1,2,0
O=C(CSc1nnc(-c2ccco2)n1Cc1ccco1)N1CCOCC1,5,-1
# Later entries
SMILES,TNAP inh Pi,TNAP pNPP inh
COc1ccc(-c2ccc(-c3noc(-c4ccccc4F)n3)c(OC)n2)cc1,7,5
COc1ccc(N2C(=O)CSC2c2ccc3c(c2)OCO3)cc1 (centres undefined),-5,-3
COc1ccc(Cn2c(-c3ccco3)nc3oc4cc(OC)ccc4c(=O)c3c2=O)cc1,-6,0
C=CCNc1oc(-c2ccc(OC)cc2)nc1C#N,9,4
Cc1cc(C)nc(NC(=O)Cc2cccs2)n1,23,6
CS(=O)(=O)N1CCN(C(=O)C2c3ccccc3Oc3ccccc32)CC1,5,-2
Cc1ccc(S(=O)(=O)Cn2nnnc2C(c2ccccc2)N2CCN(c3ncccn3)CC2)cc1 (centres undefined),5,4
Nc1ccc(-c2nnc(-c3ccc(-c4ccccc4)cc3)o2)cc1,12,0
COc1cccc(C(=O)Nc2ccc(-c3nc4ccccc4o3)c(O)c2)c1,10,4
O=C(c1cc2ccccc2oc1=O)N(Cc1ccco1)CC1CCCO1 (centres undefined),10,6
Clc1ccccc1-c1nnc2sc(-c3ccco3)nn12,-9,4
O=c1o[nH]c(-c2ccccc2)c1C1=NCCCCC1,11,1
CC1(C)Cc2c(c(N3CCOCC3)nc3sc4c(=O)[nH]cnc4c23)CS1,-15,7
Cc1cc(C)cc(CC2CC(=O)N(c3ccc4c(c3)OCCO4)C2=O)c1 (centres undefined),7,-2
c1cncc(-c2nnc(C3CCCCC3)o2)c1,6,0
O=C(CCN1c2ccccc2Sc2ccccc21)OCc1nnc(-c2ccccc2)o1,17,1
Cc1nc(CSc2nnc3scc(-c4ccc(Cl)cc4)n23)cs1,1,2
CN(C)c1cc[n+](Cc2ccccc2)cc1,8,6
O=C(CC(c1ccccc1)c1cc(Br)ccc1O)NCCN1CCOCC1 (centres undefined),6,5
COc1ccc(S(=O)(=O)N(CC(=O)N2CCOCC2)c2cc(Cl)ccc2OC)cc1OC,5,0
Cc1cccc(OC(C)C(=O)N(Cc2cccs2)C2CCS(=O)(=O)C2)c1C (centres undefined),-23,4
COc1ccc(Nc2nc(C(=O)NCCCN3CCOCC3)cs2)cc1,11,7
CCc1nnc(NC(=O)C2CCN(C(=O)NC3CCCCC3)CC2)s1,9,1
O=C(c1ccco1)N1CCN(C(c2ccc(F)cc2)c2nnnn2CC2CCCO2)CC1 (centres undefined),0,0
O=C(CN1CCOCC1)Nc1cccc(Br)c1,10,4
# (list continues)
SMILES,TNAP inh Pi,TNAP pNPP inh
CCn1c(NC2CCCCC2)nc2ccccc21,13,9
O=[n+]1c2c(n([O-])c3c1CCCC3)CCCCC2,5,1
CCCn1c(SCC(=O)NCCc2ccc(OC)c(OC)c2)nc2c1c(=O)n(C)c(=O)n2C,12,5
O=C(Cc1cccs1)Nc1nncs1,8,3
CN1C(=O)/C(=C2/C=Cc3ccccc3N2CCCS(=O)(=O)O)SC1=S,21,2
Cc1cc2c(ccc3c2no[n+]3[O-])nn1,4,1
Clc1ccccc1C1=Nn2c(nnc2-c2ccncc2)SC1,16,7
COc1cccc(Cn2c(NCc3ccccn3)nc3c2c(=O)n(C)c(=O)n3C)c1,7,2
COc1cccc(C(c2nnnn2Cc2ccccc2)N2CCN(C3CCCC3)CC2)c1OC (centres undefined),5,1
CCn1c(SC(C)C(=O)O)nc2sc3c(c2c1=O)CCC3 (centres undefined),-31,-8
Cc1cc2c3nonc3ccc2n1-c1ccccc1,3,-4
COc1cccc(OC)c1C(=O)Nc1nc2ccc(S(C)(=O)=O)cc2s1,-5,4
